Bioassay records: PubChem BioAssay, National Center for Advancing Translational Sciences (NCATS)
Vif-A3F inh: Vif-A3F binding inhibition | Potency, µM (highest dose often 46.1 µM), without a hit: at the highest dose activity, negative = active | HeLa A3F-eYFP + Vif (tagged APOBEC3F with the HIV-1 protein that degrades it), YFP fluorescence increase | 0.2% of 390,000 active; further: potency means the concentration at half of the fitted maximal effect; % of control where 0% means no effect; nearly all actives have a fitted effect of over 65% in size
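HeLa cells stably expressing Vif plus C-terminally eYFP-tagged A3F were seeded, incubated overnight at 37 deg C, dosed with compound, incubated overnight again at 37 deg C. Yellow fluorescence (Ex 488/Em 500-530) reported blocked Vif-mediated A3F-eYFP degradation.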
RXFP1 agonist: agonists of human relaxin receptor RXFP1 | AID 2676 | Q9HBX9 | Potency, µM (series often up to 57.5 µM), for the others: top-dose activation, hits mostly activators | 0.3% of 370,000 active | HEK293T-RXFP1 cAMP TR-FRET, 30 min; response scale: percent of porcine relaxin response, buffer zero; further: potency means the concentration at half of the fitted maximal effect; on the % scale 0 is the no-effect control and ±100 the full control effect; nearly all actives have a fitted effect of over 60% in size; many of its hits are not listed in these tables
Target sequence (Q9HBX9 whole entry, looked up): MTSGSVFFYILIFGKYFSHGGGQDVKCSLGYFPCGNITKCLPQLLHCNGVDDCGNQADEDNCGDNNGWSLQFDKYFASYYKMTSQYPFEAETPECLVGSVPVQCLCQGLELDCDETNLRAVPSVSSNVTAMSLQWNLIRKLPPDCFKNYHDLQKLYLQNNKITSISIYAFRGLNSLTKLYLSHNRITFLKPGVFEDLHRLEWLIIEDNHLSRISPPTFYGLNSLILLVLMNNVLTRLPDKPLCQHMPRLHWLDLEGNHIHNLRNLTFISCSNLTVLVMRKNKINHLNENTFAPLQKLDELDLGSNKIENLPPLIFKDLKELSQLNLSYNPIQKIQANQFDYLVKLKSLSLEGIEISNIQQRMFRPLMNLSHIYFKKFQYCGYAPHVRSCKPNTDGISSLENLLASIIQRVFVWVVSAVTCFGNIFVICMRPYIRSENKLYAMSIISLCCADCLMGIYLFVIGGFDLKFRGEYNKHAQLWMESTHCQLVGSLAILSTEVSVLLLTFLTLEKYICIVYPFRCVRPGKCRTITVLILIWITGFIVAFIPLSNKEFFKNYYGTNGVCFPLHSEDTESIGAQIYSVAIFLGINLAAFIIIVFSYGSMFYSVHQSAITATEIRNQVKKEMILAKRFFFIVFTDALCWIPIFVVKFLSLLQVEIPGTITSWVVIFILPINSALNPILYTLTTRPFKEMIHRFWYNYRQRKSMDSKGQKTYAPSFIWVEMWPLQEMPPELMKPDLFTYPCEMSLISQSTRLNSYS
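cAMP rise read by TR-FRET after 30 min, 37C compound exposure (up to 58 uM) in RXFP1-transfected HEK293 cells with Ro 20174 present. EC50 from Hill-equation fits, with 29 nM porcine relaxin as 100% and buffer as basal.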
Vif-A3G inh: Vif-A3G binding inhibition. Q9HC16. HeLa A3G-eYFP + Vif (tagged APOBEC3G with the HIV-1 protein that degrades it), YFP fluorescence, overnight. Potency, µM (highest dose often 46.1 µM), for the others: at the top dose activity, negative = active, most hits filed as inhibitors. 0.076% of 410,000 active;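 further: potency means the concentration at half of the fitted maximal effect; on the % scale 0 is the no-effect control and ±100 the full control effect; nearly all actives have a fitted effect of over 60% in size; hits raise eYFP signal because A3G escapes Vif-driven loss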
Target sequence (Q9HC16 whole entry, looked up): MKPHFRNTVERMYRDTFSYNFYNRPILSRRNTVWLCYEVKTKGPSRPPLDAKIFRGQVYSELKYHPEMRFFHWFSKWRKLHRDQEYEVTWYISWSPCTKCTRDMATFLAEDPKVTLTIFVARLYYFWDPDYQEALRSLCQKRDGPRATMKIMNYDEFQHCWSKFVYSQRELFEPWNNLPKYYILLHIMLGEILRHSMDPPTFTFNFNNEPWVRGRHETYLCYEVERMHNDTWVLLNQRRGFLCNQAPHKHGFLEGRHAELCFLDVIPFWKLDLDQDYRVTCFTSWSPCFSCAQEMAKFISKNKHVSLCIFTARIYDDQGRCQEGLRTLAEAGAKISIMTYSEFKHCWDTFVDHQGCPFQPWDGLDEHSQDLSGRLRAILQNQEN
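Read-out is eYFP fluorescence (Ex 488/Em 500-530) from Vif-expressing HeLa A3G-eYFP cells; more signal means A3G escaped Vif-mediated degradation. Cells plated overnight, compound pinned in, incubated overnight at 37 deg C.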
TrxR1 substrate: rat thioredoxin reductase 1 substrate activity; 0.01% of 390,000 active; Potency, µM (series often up to 114 µM), for the others: top-dose activity change, negative = substrate turnover; O89049; purified TrxR1 substrate turnover, NADPH consumption readout; further: potency means the concentration at half of the fitted maximal effect; on the % scale 0 is the no-effect control and ±100 the full control effect; nearly all actives have a fitted effect of over 50% in size
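Rat TrxR1, dispensed at 90 nM, was prereduced with 400 uM NADPH (final) for 5 min at ~22 deg C, then incubated with compound 15 min before 400 uM selenite. A first-read NADPH fluorescence drop versus no-compound background flagged substrates.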
mIDH1 inhibitor: human IDH1 R132H inhibition; O75874; IDH1-R132H enzyme, NADPH consumption, diaphorase/resazurin fluorescence; Potency, µM (series often up to 76.6 µM), for the others: at the top dose activity change, negative = inhibition, hits mostly inhibitors; 0.093% of 390,000 active; AID 602179; further: potency means the concentration at half of the fitted maximal effect; on the % scale 0 is the no-effect control and ±100 the full control effect; nearly all actives have a fitted effect of over 65% in size
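IDH1-R132H (0.5 ug/mL) preincubated 30 min with compound, then NADPH (0.016 mM) and alpha-KG (2 mM) added; 80 min at RT, pH 7.5. Remaining NADPH coupled via diaphorase/resazurin to fluorescence (540/590 nm); concentration-response curves normalized to no-enzyme control.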
LDHA inh: blocks human lactate dehydrogenase A. P00338. purified LDHA, NADH/diaphorase-resazurin fluorescence; stronger effect = lower value. activity change, % (values are at about 110 or 230 µM). 0.15% of 480,000 active; in the data active means activity change below about -30%; inconclusive means mostly about -25% to -30%;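 further: plate controls were DMSO wells for no effect and wells without enzyme for full effect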
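Remaining NADH was detected by diaphorase (0.133 mg/mL) converting 37 µM resazurin to fluorescent resorufin, read at 0 and 20 minutes. The preceding 5-minute room-temperature reaction used 2 nM LDHA, 0.2 mM sodium pyruvate and 0.06 mM NADH at pH 7.4.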
USP1 inh: blocks the human USP1/UAF1 deubiquitinase complex; 0.23% of 390,000 active; recombinant USP1/UAF1, Ub-Rhodamine cleavage fluorescence; O94782; Potency, µM (highest dose often 57.1 µM), for the others: at the highest dose activity change, negative = inhibition, hits mostly inhibitors; further: potency means the concentration at half of the fitted maximal effect; on the % scale 0 is the no-effect control and ±100 the full control effect; nearly all actives have a fitted effect of over 60% in size; inactives centre near -12
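In this screen, compounds sit with the deubiquitinase complex (1nM) for 15 min at room temperature before Ub-Rho is added at 150nM final. Fluorescence rise is then followed for 6 reads every 60 seconds.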
GRP78 ERSR act: induces the endoplasmic reticulum stress response in human glioma cells; U87-MG GRP78 promoter luciferase reporter, 16 h; Potency, µM, for the others: top-dose activation, most hits filed as activators; 0.02% of 420,000 active; AID 602332; further: potency means the concentration at half of the fitted maximal effect; series mostly up to about 76 µM; % of control where 0% means no effect; nearly all actives have a fitted effect of over 35% in size
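ERSR induction read as luciferase luminescence (Bright-Glo, 10 min at room temperature) in stably transfected human U87-MG glioma cells exposed to compounds for 16 h, using GRP78 as sensor.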
PI4K2A block: PI4K2A (human) kinase inhibition; activity change, negative = inhibition, % at 76.9 µM; Q9BTU6; 0.13% of 420,000 active; AID 1346378; purified PI4K2A, ADP-Glo luminescence, 1 h; stronger effect = lower value; in the data active means activity change below about -50%; inconclusive means mostly about -30% to -49%;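 further: -100% = wells without enzyme as full effect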
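PI4K2A activity was measured by ADP-Glo luminescence: enzyme (4 ug/mL stock) and phosphatidylinositol (1.2 mM stock) in Tris pH 7.5/MgCl2/EGTA/Triton X-100 buffer were reacted with ATP (300 microM stock) for one hour at ambient temperature.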
The depositor's hits bear a star; ? = inconclusive; · = not tested or not shown; & = joins results of further samples; [ ] = remark or other dose. Unless noted, the call rests on the fitted dose curve; in most records, active means well fitted curve in the direction sought with a large enough effect; inconclusive means small, poorly fitted or top-dose-only effect, or another doubt; inactive means no such curve, though single readings can be large; an effect the other way counts as inactive or inconclusive. The list is partial; the hit share may differ from the screen's.

The line under a structure holds: Vif-A3F inh | RXFP1 agonist | Vif-A3G inh | TrxR1 substrate | mIDH1 inhibitor | LDHA inh | USP1 inh | GRP78 ERSR act | PI4K2A block
COc1cc(OC)cc(C(=O)N[C@H](C(=O)NC2=NCCS2)C(C)C)c1
  1% | · | -2% | -2% | 2% | -7 | -18% | -3% | 1
O=[N+]([O-])c1ccc(N2CCC(O)CC2)nc1
  16% | -1.1% | 0% | -19% | -7% | -6 | -7% | -3% | 2
CCOc1ccc2c(c1)C(=O)C(=O)N2CC1COc2ccccc2O1 (centres undefined)
  -23% | -3.2% | -2% | -13% | -6% | -14 | -25% | -3% | 3
CC(C)(C)NC(=O)CCCCCCCC(=O)NC(C)(C)C
  -26% | -0.9% | -4% | -1% | -5% | -6 | -1% | -2% | 16
Cc1cc2ccccn2c1C(C[N+](=O)[O-])c1ccc(N(C)C)cc1 (centres undefined)
  0% | -3.0% | -16% | -1%[57.1 µM] | -4% | 5 | -14% | -1% | -4
COCCCNC(=S)Nc1ccc(OC(F)F)cc1C
  2% | 2.4% | 8% | 6% | 13% | 2 | -20% | 1% | -7
C=CCNc1nc(C)nc(OC)n1
  0% | -1.4% | 1% | -4% | 2% | -3 | -7% | -4% | -6
Cc1nc2cc(NC(=O)Nc3cccc(F)c3)ccc2n1C
  1% | 0.6% | -2% | -4% | -5% | 2 | 4% | -11% | -14
CC(=O)N1CCCc2cc(S(=O)(=O)N3CCC(C(=O)Nc4c(C)cccc4C)CC3)ccc21
  6% | -0.2% | 2% | -8%[57.1 µM] | 17% | -4 | -4% | -2% | -1
CCc1nnc(NC(=O)c2cc(-c3cccnc3)nc3ccccc23)s1
  3% | -1.1% | 0% | -7% | 13% | 3 | -20% | -2% | -4
CC(=O)Nc1cc2ccccc2oc1=O
  -2% | 0.1% | 0% | 10%[57.1 µM] | 16% | -9 | -7% | -5%&1% | -3
Cc1cccc(OC(C)C(=O)Nc2nonc2-c2ccc(Br)cc2)c1C (centres undefined)
  · | 24% | · | -14% | · | -1 | -28% | · | 5
CC(=O)Nc1ccc(C(=O)N2CCOCC2c2cc(C(=O)NCc3ccccc3)no2)cc1 (centres undefined)
  · | · | -2% | · | · | -3 | · | -3% | -4
COc1ccc(NC(=O)/C(Cl)=C(/Cl)S(=O)(=O)Cc2ccc(C)cc2)cn1
  -5% | 0.0% | -24% | 11%[57.1 µM] | 2% | -3 | ? | -16% | 4
CCN(CC)C(=O)Cn1cc(C(=O)C(=O)N(CC)C2CCCCC2)c2ccccc21
  1% | -1.9% | -1% | 1% | 6% | -9 | -11% | -5% | 1
CC(c1ccccc1)N1CC(C(=O)NC2CCCC2)CC1=O (centres undefined)
  -4% | 1.2% | 2% | 14% | 11% | 2 | -14% | -2% | 2
O=C(CCN1C(=O)C2C3C=CC(C3)C2C1=O)Nc1ccc2c(c1)OCO2 (centres undefined)
  -9% | 3.1% | 1% | 1%[57.1 µM] | -2% | 0 | -14% | -5% | 0
O=C1CC(Sc2nnc(-c3ccccc3O)o2)C(=O)N1c1ccccc1 (centres undefined)
  0% | 12% | 2% | 7% | -3% | 7 | 3% | -4% | -2
Cc1ccc(C(=O)NCC(=O)OC(C)C(=O)NCCC2=CCCCC2)cc1C (centres undefined)
  -20% | 0.7% | -1% | 3% | 4% | -2 | 2% | -3% | -4
COc1cc(S(=O)(=O)n2nnc3ccccc32)c(OC)cc1Cl
  -3% | -1.2% | 2% | -4% | 1% | -5 | -7% | -6% | -6
CCOc1cccc(C(=O)N(Cc2ccc(F)cc2)C2CCS(=O)(=O)C2)c1 (centres undefined)
  -5% | -0.1% | -1% | 0% | 1% | -6 | -2% | 0% | -1
CCCCC(=O)NCCNC(=O)c1cc(OCC(F)(F)F)ccc1OCC(F)(F)F
  -8% | 5.0% | 0% | 5% | 5% | -1 | -8% | -2% | 8
Cc1cc(NC(=O)Cn2nnc3sc4c(c3c2=O)CCC(C(C)(C)C)C4)no1 (centres undefined)
  -11% | 2.5% | 0% | -9% | 2% | 4 | -11% | -2% | 4
Nc1nc(-c2ccc([N+](=O)[O-])cc2)cs1
  2% | 1.1% | 2% | -8% | 8% | -1 | -9% | 5% | 8
Cc1cccc(NC(=O)C2CCCN(S(=O)(=O)c3cccc4nonc34)C2)c1 (centres undefined)
  ? | -0.2%&0.9% | -23%&-5% | 4%&1% | 0%&6% | -8&2 | -14%&-14% | -3%&1% | 1&-1
CSc1ccccc1NC(=O)CN(C)CC(=O)c1[nH]c(C)c(C(C)=O)c1C
  -15% | · | -4% | 6%[57.1 µM] | 9% | -12 | -4% | -6% | 1
O=c1[nH]c2ccccc2nc1/C=C(\O)C1CC1
  -13% | -1.5% | 0% | 7%[57.1 µM] | 3% | -3 | -2% | -3% | 2
CC12CCC(=O)N1C(C(=O)NCc1ccccc1F)CS2 (centres undefined)
  -9% | -0.2% | -1% | -1%[57.1 µM] | -2% | -5 | -6% | -3% | -4
CCn1c(=S)sc2c(=O)n(CC(=O)Nc3ccc(C(C)=O)cc3)c(C)nc21
  2% | 3.0% | 3% | -3% | 9% | 0 | -9% | -2% | 5
O=C1CCc2cc(S(=O)(=O)N3CCCC3C(=O)N3CCN(c4ccccc4)CC3)ccc2N1 (centres undefined)
  4% | 3.4% | -1% | 6%[57.1 µM] | 10% | -2 | -15% | -3% | 2
CCCn1nc(C(=O)OCC(=O)Nc2cccc(OC)c2)c2ccccc2c1=O
  2% | 0.2% | -7% | 16% | -2% | -6 | -16% | 9% | -6
CC1=NNC(=O)C1CCC(=O)N/N=C/c1ccc(Cl)cc1 (centres undefined)
  0% | -0.7% | -9% | 5% | -4% | 1 | -8% | -1% | 2
CC(C(=O)Nc1ccc(S(=O)(=O)N2CCCC2)cc1)N1CCc2ccccc2C1 (centres undefined)
  7% | -0.5% | 0% | 6% | 0% | 0 | -17% | -1% | -7
CCN(CC)CCNC(=O)c1ccc(Sc2ccc(Cl)cc2)c(NC(C)=O)c1
  -14% | -1.0% | -7% | 4%[57.1 µM] | -2% | -5 | 11% | -6% | 4
CCn1c(CN2CCN(Cc3ccc(C)cc3)C(CCO)C2)nc2ccccc21 (centres undefined)
  -4% | 0.5% | 5% | -2% | -17% | 0 | -2% | 1% | 1
CC(C)C(=O)Nc1ccc(Cl)cc1-c1nc2ccccc2[nH]c1=O
  -19% | -0.6% | 1% | -5% | -1% | -1 | -26% | -2% | 3
COc1cccc(OCC(O)CN2CCN(c3ccccc3)CC2)c1 (centres undefined)
  -18%&-6% | 0.4%&-1.6% | -1%&-1% | 5% | 6%&-5% | -2&0 | -6%&-18% | 3%&-4% | -1&1
Cc1ccc(NC(=O)CSc2nc3c(cc2C#N)C(=O)CCC3)cc1S(=O)(=O)N(C)C
  ? | 23% | -2% | -2% | -2% | -2 | -11% | -4% | 7
COCC(C)NC(=O)c1ccc(CN2CCc3ccccc3C2)cc1 (centres undefined)
  2% | 3.0% | 1% | -8% | 13% | -3 | -8% | -1% | 5
Cc1ccc(C(=O)NC(C#N)=C(Cl)Cl)cc1
  -1% | 0.0% | ? | 2%[57.1 µM] | -9% | -12 | ? | -12% | -2
COc1ccccc1C(=O)CSc1nnc(-c2ccco2)o1
  1% | -1.4% | 4% | -5% | -2% | -2 | -24% | 4% | 3
C#CCn1c(S(=O)(=O)Cc2ccccc2Cl)nc(-c2ccccc2)c1-c1ccccc1
  -5% | 1.1% | -12% | -6% | -10% | -2 | -2% | 2% | 1
Fc1cccc(Cn2cc(C(=S)N3CCCCC3)c3ccccc32)c1
  ? | 1.3% | 0% | -8% | -4% | 4 | 3% | -6% | -8
O=C(O)c1ccccc1-c1ccccc1C(=O)NCc1cccc(C(F)(F)F)c1
  -9% | 0.0% | -4% | 5%[57.1 µM] | 0% | -6 | -3% | -5% | -4
COc1ccc(/C=N/NC(=O)c2ccn[nH]2)cc1COc1ccc(F)cc1
  · | 1.9% | -19% | -8% | 1% | 2 | 0% | -3% | 2
Cc1ccc(NC(=O)CN2CCC(Cc3ccccc3)CC2)cc1S(=O)(=O)N(C)C
  14% | 0.6% | -1% | 1% | -4% | -18 | -21% | -2% | 4
CCCN(C(=O)c1cccc(-n2cccc2)c1)c1c(N)n(Cc2ccccc2)c(=O)[nH]c1=O
  ? | 0.5% | -19% | 14%[57.1 µM] | 3% | -1 | -13% | 5% | -16
COc1ccccc1C(=O)NC(=O)COC(=O)Cc1ccc(F)cc1
  -4% | -0.8% | 1% | 9% | -4% | -4 | -6% | -1% | 1
CCN1CCc2c(C#N)c(N3CCCCC3)nc(N3CCOCC3)c2C1
  -5% | 0.4% | 2% | 42%[activator] | 8% | -3 | -4% | -1% | -4
CC(C1CC1)N(Cc1ccccc1)C(=O)NC(=O)c1ccc(F)cc1 (centres undefined)
  0% | 1.8% | 2% | 1%[57.1 µM] | 5% | 0 | -23% | -3% | 2

Record cards, as listed above. Screens in order: Vif-A3F inh	RXFP1 agonist	Vif-A3G inh	TrxR1 substrate	mIDH1 inhibitor	LDHA inh	USP1 inh	GRP78 ERSR act	PI4K2A block
COc1ccccc1C(=O)NC(=O)COC(=O)Cc1ccc(F)cc1 as listed: -4%	-0.8%	1%	9%	-4%	-4	-6%	-1%	1
O=C(O)c1ccccc1-c1ccccc1C(=O)NCc1cccc(C(F)(F)F)c1 as listed: -9%	0.0%	-4%	5%[57.1 µM]	0%	-6	-3%	-5%	-4
